# Bioassay records as filed in PubChem.
# Dengue-2 NS5 capping – flavivirus cap methylation enzyme inhibition – biochemical, confirmation dose response, primary screen (AID 588689). Dengue-2 NS5 methyltransferase capping enzyme assay, biochemical; higher % means a stronger effect. inhibition, % at 25 µM, or IC50 in µM where a hit was titrated. 340,000 tested, 0.3% active; in the data active = a potency from the dose series; inconclusive = inhibition above about 29% without an active follow-up result
# Siah-1 displacement – Siah-1 peptide-binding antagonists, primary screen, biochemical, fluorescence polarization, rhodamine-plectin, uHTS (AID 1817). Siah-1 / rhodamine-plectin peptide fluorescence polarization; higher % means a stronger effect. one-dose displacement, % at 20 µM; IC50 in µM for titrated hits. 290,000 tested, 0.02% active;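 active = displacement of at least 50% at 20 µM, with a fluorescence ratio check between 0.3 and a set limit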;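 note: plate controls were Siah plus tracer with DMSO for no effect and tracer alone without Siah for full effect; strong numbers were not always called active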
# K1F lysis inhibition – inhibition of K1F phage lysis, E. coli UTI89, bacterial capsule biogenesis inhibitors, alamar blue (AID 488966); E. coli UTI89 K1F phage lysis, alamar blue, 2 h; higher % means a stronger effect; inhibition, % at 100 µM; hits with a dose series show IC50 in µM; 340,000 tested, 0.02% active;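 active = phage lysis inhibition, versus mean bacterial control, above a set limit; inconclusive = no clear call, values can overlap the other calls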;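 note: capsule biogenesis inhibitors block K1F phage lysis so surviving cells raise fluorescence; higher fluorescence means more inhibition of phage lysis; actives were called in the ten point dose series up to 300 µM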
# NTR1 ag – agonists of NTR1, primary screen, imaging, U2OS cells, beta-arrestin-GFP, high content (AID 493036); P30989; NTR1-U2OS beta-arrestin-GFP spot imaging, agonist mode; activation, % at 20 µM; 330,000 tested, 0.17% active;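 active = activation at or above 40% of the spot to cytoplasm intensity ratio, with at least 20 cells analyzed; inconclusive = wells under 20 cells, flagged as cytotoxic or low count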;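 note: 0% = DMSO without peptide and 100% = 100 nM NTR1 peptide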
# Target sequence (P30989 whole entry, looked up): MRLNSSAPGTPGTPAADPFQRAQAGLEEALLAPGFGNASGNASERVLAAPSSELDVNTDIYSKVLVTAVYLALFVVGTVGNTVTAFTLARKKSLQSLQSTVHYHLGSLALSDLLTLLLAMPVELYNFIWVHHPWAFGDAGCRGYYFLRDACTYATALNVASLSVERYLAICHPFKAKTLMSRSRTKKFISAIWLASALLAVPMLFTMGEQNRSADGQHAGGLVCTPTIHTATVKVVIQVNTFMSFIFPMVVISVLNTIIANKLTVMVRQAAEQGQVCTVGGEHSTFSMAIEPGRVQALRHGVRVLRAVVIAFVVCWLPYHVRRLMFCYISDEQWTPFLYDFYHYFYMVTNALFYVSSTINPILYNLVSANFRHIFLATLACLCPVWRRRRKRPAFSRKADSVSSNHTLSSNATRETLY
# GPR35 arrestin U2OS – inhibition of zaprinast-stimulated GPR35 beta-arrestin translocation – imaging, U2OS, beta-arrestin-GFP, zaprinast agonist, primary screen (AID 2058); U2OS GPR35 beta-arrestin-GFP translocation imaging, zaprinast antagonism; higher % means a stronger effect; one-dose inhibition, % at 10 µM; IC50 in µM for titrated hits; 290,000 tested, 0.052% active;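 active = inhibition of at least 50% with at least 30 cells and total cytoplasm GFP at most 10,000,000; inconclusive = under 30 cells or total GFP of 10,000,000 plus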
# HIV peptide binding – cell-free HIV fusion peptide-binding blockers – biochemical, uHTS, fluorescence dequenching, primary screen (AID 1986); cell-free peptide binding, fluorescence dequenching, 30 min; higher % means a stronger effect; one-dose inhibition, % at 20 µM; IC50 in µM for titrated hits; 290,000 tested, 0.3% active; in the data active = inhibition mostly above about 52%, no sharp cut-off; inactive = mostly below about 76%; note: some results filed as inactive read as strong as hits
# GPR55 beta-arrestin – selective activators of receptor GPR55 – imaging, U2OS cells, beta-arrestin-GFP redistribution, primary screen (AID 1961) | U2OS GPR55 beta-arrestin-GFP redistribution imaging; higher % means a stronger effect | activation, % at 10 µM, or EC50 in µM where a hit was titrated | 290,000 tested, 0.048% active;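 active = activation above 40% with more than 50 cells counted in the well; inconclusive = wells holding fewer than 50 cells, flagged as toxic or sparse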;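 note: U2OS osteosarcoma cells stably expressing GPR55 and beta-arrestin-GFP; plate controls were DMSO negative control for no effect and LPI positive control for full effect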
# GPR55 antagonists – inhibition of LPI-stimulated GPR55 beta-arrestin translocation – imaging, U2OS, beta-arrestin-GFP, LPI agonist, primary screen (AID 2013); U2OS GPR55 beta-arrestin-GFP translocation imaging, LPI antagonism; higher % means a stronger effect; inhibition, % at 10 µM; hits with a dose series show IC50 in µM; 290,000 tested, 0.13% active;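 active = spots per cell inhibited over 60%, with over 100 cells counted and total cytoplasm intensity under 500,000; inconclusive = wells with under 100 cells, flagged as likely toxic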;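 note: U2OS cells stably carrying GPR55 and arrestin-GFP stimulated by 5 µM LPI near EC80; imaged beta-arrestin-GFP aggregate spots per cell after agonist stimulation; plate controls were LPI-stimulated DMSO wells for no effect and DMSO wells without LPI for full effect; some results filed as inactive read as strong as hits; confirmed hits need IC50 under 10 µM and bright autofluorescent wells are also inconclusive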
# AID2073 – disruptors of CaV2.2 binding to Mint1 – biochemical, HTRF (AID 2073); HTRF protein-protein interaction, Mint1-CaV2.2; higher % means a stronger effect; one-dose inhibition, % at 20 µM; IC50 in µM for titrated hits; 290,000 tested, 0.19% active; in the data active = inhibition mostly above about 51%, no sharp cut-off; inconclusive = no clear call, values can overlap the other calls; inactive = mostly below about 53%; note: some results filed as inactive read as strong as hits
# NTR1 ag cell count 20 µM – also measured in NTR1 ag; calls as there; cell count; measured here: cell count, cytotoxicity flag
# Dengue-2 NS5 capping pilot replicate – further read-out of Dengue-2 NS5 capping, marked with its call; inhibition, %; measured here: pilot screen replicate inhibition
# An asterisk follows results filed as active; i = inactive; ? = inconclusive; / = not tested or not shown; [ ] = remark or other dose. Rows are unselected; any-hit rate near 1.2%.
# The first 5 entries (preview)
SMILES,Dengue-2 NS5 capping,Siah-1 displacement,K1F lysis inhibition,NTR1 ag,NTR1 ag cell count 20 µM,GPR35 arrestin U2OS,HIV peptide binding,GPR55 beta-arrestin,GPR55 antagonists,AID2073,others
Cc1cc(C(=O)CSC(C)c2nc3ccccc3c(=O)[nH]2)c(C)n1C (stereo unspecified),2%,1%,1.4%,0.2,41,-7%,2.0%,-0.1%,-1%,-32%,
O=C(Nc1ccccc1C(=O)N1CCN(Cc2ccccc2)CC1)c1ccc(F)cc1,-5%,-5%,0.0%,1.8,47,-16%,-0.1%,0.0%,14%,-2%,
CCCCOC(=O)Nc1nc(CC(=O)OCC)cs1,-5%,0%,-0.3%,-0.2,90,-2%,1.7%,0.2%,14%,-4%,Dengue-2 NS5 capping pilot replicate=-4.4
Cc1cccc(NC(=S)NC(C)CCc2ccccc2)c1 (stereo unspecified),-10%,1%,-0.7%[50 µM],1.5,63,10%,3.6%,-0.2%,-4%,1%,
CCOc1cc(N2CCOCC2)c(OCC)cc1NC(C)C(=O)N1CCC(C)CC1 (stereo unspecified),10%,7%,-1.4%,-0.2,48,7%,-0.9%,-0.2%,14%,0%,

# Results (from the top)
SMILES,Dengue-2 NS5 capping,Siah-1 displacement,K1F lysis inhibition,NTR1 ag,NTR1 ag cell count 20 µM,GPR35 arrestin U2OS,HIV peptide binding,GPR55 beta-arrestin,GPR55 antagonists,AID2073,others
Cc1cc(C(=O)CSC(C)c2nc3ccccc3c(=O)[nH]2)c(C)n1C (stereo unspecified),2%,1%,1.4%,0.2,41,-7%,2.0%,-0.1%,-1%,-32%,
O=C(Nc1ccccc1C(=O)N1CCN(Cc2ccccc2)CC1)c1ccc(F)cc1,-5%,-5%,0.0%,1.8,47,-16%,-0.1%,0.0%,14%,-2%,
CCCCOC(=O)Nc1nc(CC(=O)OCC)cs1,-5%,0%,-0.3%,-0.2,90,-2%,1.7%,0.2%,14%,-4%,Dengue-2 NS5 capping pilot replicate=-4.4
Cc1cccc(NC(=S)NC(C)CCc2ccccc2)c1 (stereo unspecified),-10%,1%,-0.7%[50 µM],1.5,63,10%,3.6%,-0.2%,-4%,1%,
CCOc1cc(N2CCOCC2)c(OCC)cc1NC(C)C(=O)N1CCC(C)CC1 (stereo unspecified),10%,7%,-1.4%,-0.2,48,7%,-0.9%,-0.2%,14%,0%,
O=C(NCc1ccccc1)C1=C[C@H](c2coc3ccccc3c2=O)C[C@H](OCCCCO)O1,0%,6%,-0.3%,3.3,46,-13%,-1.4%,-0.2%,-8%,3%,
O=C(NCCC(c1ccccc1)c1ccccc1)c1cnc2sccn2c1=O,-9%,2%,0.2%,7.8,27,4%,0.9%,-0.1%,4%,33%,
COc1ccccc1C(=O)NNC(=O)CN1C(=O)c2ccccc2C1=O,-4%,5%,0.2%,-0.8,59,2%,-1.1%,0.3%,9%,-2%,
Cn1c(-c2ccc(Cl)cc2)cnc1NCc1cc2c(cc1[N+](=O)[O-])OCO2,-1%,-4%,2.7%[50 µM],4.8,58,0%,4.1%,0.1%,3%,-9%,
Oc1ccc(NC(=S)N=Nc2c(O)[nH]c3ccc(Br)cc23)cc1,0%,-9%,0.9%,23,88,-1%,0.0%,-0.1%,22%,34%,
COC(=O)C1CCN(Cc2ccc(C)cc2)CC1,-10%,2%,0.2%,0.3,61,4%,-0.3%,-0.1%,1%,-10%,
COc1ccc(-n2c(Cc3cccn3C)nnc2SCC(=O)Nc2ccccc2OC)cc1,-5%,6%,-0.3%,0.5,54,-3%,1.5%,-0.1%,6%,-8%,

# Taken from the results shown, 2 compounds:
SMILES,Dengue-2 NS5 capping,Siah-1 displacement,K1F lysis inhibition,NTR1 ag,NTR1 ag cell count 20 µM,GPR35 arrestin U2OS,HIV peptide binding,GPR55 beta-arrestin,GPR55 antagonists,AID2073,others
O=C(NCCC(c1ccccc1)c1ccccc1)c1cnc2sccn2c1=O,-9%,2%,0.2%,7.8,27,4%,0.9%,-0.1%,4%,33%,
COc1ccccc1C(=O)NNC(=O)CN1C(=O)c2ccccc2C1=O,-4%,5%,0.2%,-0.8,59,2%,-1.1%,0.3%,9%,-2%,

# Additional structures
SMILES,Dengue-2 NS5 capping,Siah-1 displacement,K1F lysis inhibition,NTR1 ag,NTR1 ag cell count 20 µM,GPR35 arrestin U2OS,HIV peptide binding,GPR55 beta-arrestin,GPR55 antagonists,AID2073,others
CCc1cc(C(=O)OC)c(NC(=O)CC2SC(=NC)N(C)C2=O)s1 (stereo unspecified),/,0%,3.6%,0.6,89,1%,-0.3%,-0.1%,-1%,-16%,
CCC(c1nnc(SCC(=O)Nc2ccc(NC(C)=O)cc2)n1Cc1ccccc1)N(C)C (stereo unspecified),-10%,3%,-0.7%[50 µM],1.5,110,-14%,-0.1%,0.0%,9%,-3%,
COc1ccc(N2C(=NC(=O)CC3CCCCC3)SC3CS(=O)(=O)CC32)cc1 (stereo unspecified),-1%,6%,-0.3%,0.3,66,13%,2.9%,-0.1%,-1%,2%,
CCOC(=O)Cc1csc(NC(=S)NC(=O)c2ccc(C)cc2)n1,0%,2%,0.0%,1.7,76,20%,-2.6%,0.5%,-6%,3%,
CC1(C)C(=O)Nc2ccccc2N1C(=O)COC(=O)Cn1cnc2ccccc2c1=O,-7%,8%,0.2%,1.2,89,-13%,-0.3%,-0.1%,4%,20%,
CNc1ncc(Cc2ccccc2)s1,2%,8%,0.8%[50 µM],0.7,37,4%,-0.2%,0.5%,6%,-1%,
COc1cc(OC)c(NS(=O)(=O)c2cccc(C(=O)OCC(=O)NCC3CCCO3)c2)cc1Cl (stereo unspecified),-3%,10%,0.2%,-1.4,64,7%,0.9%,0.5%,9%,2%,
CCOc1ccc(OCc2ccc(C(=O)NCc3ccncc3)o2)cc1,-2%,1%,2.0%,-0.3,28,-8%,-1.9%,0.0%,12%,-5%,
CCN(CC)CCN(C(=O)CCOc1ccccc1)c1nc2c(F)cc(F)cc2s1,1%,-1%,0.1%,0.3,55,10%,0.1%,-0.6%,14%,7%,
Clc1cccc(OCCN2CCNCC2)c1,-12%,-3%,-0.3%,1.3,64,/,-1.0%,-0.3%,1%,-5%,
CC(C)N1C(=O)c2ccc(C(=O)O)cc2C1=O,-6%,2%,-0.3%[50 µM],-0.9,48,2%,0.9%,-0.1%,-7%,12%,
O=C(NCCN1CCOCC1)c1ccc2ccccc2n1,-6%,-1%,-1.6%,2.0,64,-12%,-1.0%,-0.2%,-4%,3%,
O=C(O)Cn1nnnc1-c1ccc(F)cc1,5%,-2%,-0.1%,-3.2,52,26%,-0.9%,-0.1%,5%,0%,
Cn1cc[nH]c1=S,-1%,-5%,1.5%,/,/,20%,-3.5%,-0.1%,24%,3%,
COCC(=O)Nc1cc(OC)ccc1OC,-19%,0%,-0.2%,3.4,76,0%,-1.3%,0.0%,12%,-5%,
COc1ccc2c(OC)cc(-c3ccccc3)nc2c1,-1%,6%,2.7%,2.6,49,-1%,1.3%,0.3%,16%,8%,
CC(C)n1nnnc1SCC(=O)NC1CCCC1,-6%,-3%,0.2%,-0.5,41,-11%,-0.5%,-0.1%,2%,-6%,
CCOC(=O)c1sc2cccc(Cl)c2c1N,-2%,4%,0.3%,-0.7,47,-1%,0.6%,0.1%,3%,4%,
Cc1cc(Br)ccc1OCCn1ccnc1,3%,14%,1.9%[50 µM],1.1,47,-10%,1.6%,0.2%,-10%,0%,
COc1ccccc1CCc1nnc(CCC(=O)N(C)Cc2ccncc2C)o1,-3%,8%,0.1%,0.4,89,12%,1.2%,1.4%,-3%,14%,
Cc1ccc(CSCCNS(=O)(=O)c2ccc(C)cc2)cc1,0%,1%,2.6%,1.7,55,-1%,-1.5%,-0.3%,17%,-1%,
COc1ccc(Br)cc1/C=N/NC(=O)c1nc(-c2ccccc2)n2c1CCCCC2,0%,-2%,i,5.6,76,-2%,-1.3%,-0.2%,4%,4%,
COc1cc(C(=O)NCCc2ncccc2C)ccc1OC1CCN(C(C)=O)CC1,-2%,3%,0.2%,-0.7,64,-6%,1.8%,0.3%,13%,11%,
CCOc1ccc(-c2noc(CCC(N)=O)n2)cc1OCC,-3%,-3%,1.0%,-0.5,73,-1%,-1.7%,-0.1%,0%,0%,Dengue-2 NS5 capping pilot replicate=1.5
Cc1ccc(S(=O)(=O)NCC(=O)N/N=C/c2ccccc2O)cc1,-7%,-2%,-1.1%,0.0,27,6%,-1.5%,-0.1%,7%,-7%,
Cc1cc(C(=O)NCC2CCCO2)n(-c2ccccc2)n1 (stereo unspecified),1%,-3%,0.9%,-2.3,61,-13%,-0.3%,-0.1%,-4%,-10%,
CCOc1cc(C(=O)Nc2ccc3c4c(cccc24)C(=O)N3CC)cc(OCC)c1OCC,?,-8%,-0.2%,1.3,93,-3%,15%,0.0%,-18%,13%,
O=C(CN1CCCC1)Nc1c2c(cc3c1CCC3)CCC2,-1%,-6%,1.7%[50 µM],1.4,35,23%,2.9%,-0.2%,-3%,4%,
COc1cc2c(cc1OC)CN(CC(=O)Nc1cccc(C(F)(F)F)c1)CC2,-4%,2%,0.6%[50 µM],-0.7,54,10%,-0.5%,-0.3%,9%,7%,
CNC(=S)Nc1ccc(OCc2ccccc2)cc1,6%,3%,0.0%,0.0,34,17%,-2.2%,0.1%,2%,15%,
O=C(Cn1ncc2c([nH]c3ccccc32)c1=O)N1CCCCC1,-5%,-1%,-0.5%,-0.1,93,6%,4.2%,-0.2%,3%,20%,
CCCCn1c2ccccc2c2nnc(SCCN3CCCCC3)nc21,-7%,1%,0.2%,4.4,83,-4%,-0.4%,-0.1%,8%,-12%,
O=C(O)c1cccc(NC(=S)NC(NC(=O)c2ccco2)C(Cl)(Cl)Cl)c1 (stereo unspecified),6%,0%,0.2%,-1.3,62,-8%,0.0%,0.3%,20%,0%,
O=C(O)c1ccccc1-n1cnnn1,3%,7%,-0.1%,1.1,56,0%,0.2%,-0.1%,-7%,9%,
